# ERp5 inh – blocks human ERp5 reductase activity on insulin; Q15084; ERp5 insulin aggregation, absorbance 650 nm, 90 min; inhibition, % at 9.99 µM; 350,000 compounds, 0.05% hits; AID 651711;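 active means mean replicate inhibition above about 25%, with every replicate also reaching it, limit read from the data, passing the limit was not always enough; inconclusive means only one of those two criteria met; inactive means neither criterion met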
# Target sequence (Q15084 whole entry, looked up): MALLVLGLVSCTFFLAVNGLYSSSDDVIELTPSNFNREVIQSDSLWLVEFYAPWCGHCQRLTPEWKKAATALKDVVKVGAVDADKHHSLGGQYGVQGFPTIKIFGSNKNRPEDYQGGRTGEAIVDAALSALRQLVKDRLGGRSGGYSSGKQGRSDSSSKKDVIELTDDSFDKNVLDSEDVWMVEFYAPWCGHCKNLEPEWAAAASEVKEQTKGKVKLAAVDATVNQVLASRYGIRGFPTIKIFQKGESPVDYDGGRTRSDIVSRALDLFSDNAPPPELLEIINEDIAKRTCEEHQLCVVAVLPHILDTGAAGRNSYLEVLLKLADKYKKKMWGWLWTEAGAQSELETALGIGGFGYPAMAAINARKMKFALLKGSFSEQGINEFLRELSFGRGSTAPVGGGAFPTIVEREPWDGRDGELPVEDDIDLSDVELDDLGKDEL
# DENV2 CPE rescue – inhibitors of DENV2 cytopathic effect | DENV2-infected cells, cytopathic effect rescue, plate reader | CPE inhibition, % at 9.99 µM | 350,000 compounds, 1.7% hits | AID 651640; in the data active means CPE inhibition above about 20%, passing the limit was not always enough; inconclusive means no clear call, values can overlap the other calls; tested in BHK-21 cells;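 further: 0% = median of neutral control wells and 100% = median of positive control wells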
# EWS-Fli block – inhibitors of EWS/Fli oncoprotein transcriptional activity | A673 NR0B1-luciferase reporter, viability-normalised | inhibition, % at 12.6 µM | 350,000 compounds, 0.67% hits | AID 651661;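 active means mean inhibition of at least 50% after viability correction, with every replicate also passing that limit; inconclusive means mean reaches 50% but only one of two replicates passes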;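 further: firefly luciferase signal divided by Alamar Blue viability fluorescence both relative to DMSO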
# XiGFP reactiv – reactivates the inactive X chromosome in mouse fibroblasts; AID 743238; 360,000 compounds, 0.055% hits; activation, % at 7.58 µM; XiGFP mouse fibroblasts, % GFP-positive cells imaging, 3 d; cells co-treated with 5-aza-dC sensitizer; scaled so ellipticine positive control = 100%;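 active means mean normalized replicate activation at least 10% and every replicate at or above 10%; inconclusive means only one of the two criteria met; inactive means mean below 10% and not all replicates reach 10%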;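 further: 0% = median of on-plate neutral control wells and 100% = ellipticine 6 µM median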
#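 Assay system: SV40-immortalized XiGFP fibroblast cells, line 68-5-11; buffer or medium: DMEM plus 5-aza-dC sensitizer; compound: one concentration, pinned; timing: compounds 3 days, fix/stain 15 min at room temperature; benchmarks: positive control ellipticine, 6 µM final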
# PAX8 inh HTS – lowers PAX8-driven luciferase in RMG-I cells. inhibition, % at 12.6 µM. 360,000 compounds, 1.2% hits. RMG-I TPO-luciferase reporter, SteadyGlo, 24 h;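 active means mean replicate inhibition at least 60% with every replicate also reaching 60%; inconclusive means only one of the two criteria is met; inactive means mean below 60% and not all replicates reaching 60%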;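 further: luciferase light reporting Pax8 driven TPO promoter activity; plate controls were median of neutral control wells for no effect and mitoxantrone controls for full effect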
# GSIS activator – primary screen for activators of insulin secretion dependent on glucose, INS-1E cells, GLuc reporter luminescence; INS-1E GLuc reporter insulin secretion, 2-3 h; AID 743287; activation, % at 16.6 µM; 370,000 compounds, 0.61% hits;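 active means lowest replicate activation of at least 40%, so every replicate reaches that level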;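 further: 0% = median of neutral control wells and 100% = median of IBMX positive control wells; some compounds called inactive have numbers as strong as hits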
# ARNT TACC3 PPI – disrupts binding between human ARNT and TACC3 | Q9Y6A5 | AlphaScreen His-ARNT PAS-B/GST-TACC3 binding, luminescence; TACC3 fragment carries E629A point mutation | inhibition, % at 9.99 µM | 390,000 compounds, 0.66% hits | AID 623870;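 active means mean inhibition of replicates at least 50% and at least half of replicates each reaching 50%; inconclusive means half or more replicates reach 50% but mean below 50%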;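 further: 0% = complete ARNT plus TACC3 wells and 100% = ARNT alone without TACC3; many hits fall short of the cut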
# CFTR F508del cor – correctors of CFTR F508del function in bronchial epithelial cells. CFBE cells, YFP halide quenching; stimulated with forskolin plus potentiator P3; % fluorescence drop versus neutral controls. activity (quench increase), % at 7.58 µM. 350,000 compounds, 0.36% hits. AID 720511;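 active means mean added fluorescence quench of at least 8% versus neutral control, with both replicates also reaching 8%; inconclusive means only one of the mean or replicate conditions met; inactive means mean below 8% and not both replicates reaching 8%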;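 further: cells transiently co-express mutant CFTR-F508del with the halide-sensitive YFP; corrector assay measuring rescue of mutant channel to the surface after 24 h compound exposure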
# * hit, by the source's call; ? = inconclusive; . = no result given.
SMILES,ERp5 inh,DENV2 CPE rescue,EWS-Fli block,XiGFP reactiv,PAX8 inh HTS,GSIS activator,ARNT TACC3 PPI,CFTR F508del cor
CCOc1ccc(Nc2cc(=O)[nH]c(=O)[nH]2)cc1,4,-1,6,-0.1,9,3,-1,0.4
C/C=C/C(=O)Nc1cccc(C2=NOC3(C2)C[C@@H](C(N)=O)N(C(=O)c2cc([N+](=O)[O-])cc([N+](=O)[O-])c2C)C3)c1 (stereo partly drawn),-6,-4,-6,0.8,-4,-12,1,-1.5
CC1(NC(=O)CN2CCN(c3cnn(-c4ccccc4)c(=O)c3Cl)CC2)CCS(=O)(=O)C1 (stereo not drawn),-2,5,5,0.0,6,34,-1,-2.5
COCCNC(=O)Cn1c(=O)n(CCC(=O)NCCc2ccccc2)c(=O)c2ccccc21,.,.,.,0.0,7,-1,-1,.
O=c1cc(-c2ccccc2Cl)oc2c(NS(=O)(=O)c3ccccc3OC(F)(F)F)ccc(O)c12,-3,-1,-8,0.1,3,-7,4,-0.9
CN(C)c1ccc(/C=C/C(=O)c2ccc(O)cc2)cc1[N+](=O)[O-],-1,4,-38,0.1,-11,23,-5,-1.7
CC(=O)N1c2ccccc2C(CBr)=CC1(C)C,3,11,3,0.0,-3,.,0,-2.8
C[C@H]1CN([C@@H](C)CO)C(=O)c2cccc(NS(=O)(=O)c3cccs3)c2O[C@H]1CN(C)S(=O)(=O)c1ccc(F)cc1,0,11,-1,-0.7,-7,9,-11,-1.0
Cc1[nH]c2ccc(C(=O)OC(C)C(=O)N(C)C3CCCCC3)cc2c1C (stereo not drawn),2,-5,-2,0.0,17,-13,10,-3.0
CCS(=O)(=O)n1nc(-c2ccc(OC)cc2)nc1N,1,1,1,0.0,-26,10,1,-0.5
COc1ccc(CN2CCN(Cc3c[nH]c4ccccc34)CC2)cc1OC,0,14,15,0.3,21,-6,.,0.2
O=C(CSc1nc2ncc(Cl)cc2[nH]1)Nc1cccc(F)c1,-1,15,.,0.0,-2,-11,-2,-0.3
NC(=O)C1=C[C@H](c2coc3ccccc3c2=O)C[C@H](OCc2ccc(CO)cc2)O1,0,-9,3,-0.2,-7,17,-2,2.3
COc1ccc(NC(=O)CCSc2nnnn2C)cc1,2,-8,-29,0.1,-29,-5,2,-2.1
Nc1c(C(=O)CSc2nc(-c3ccccc3)cs2)c(=O)[nH]c(=O)n1C1CC1,9,?,-43,-0.1,-6,17,.,1.2
O=S(=O)(c1ccccc1F)N1CCCCN2[C@H](CO)[C@@H](c3ccc(-c4cccnc4)cc3)[C@@H]2C1,0,-1,.,0.3,-11,5,7,2.0
O=C(C[C@H]1C/C=C\C[C@@H](Cc2ccc(F)cc2)C(=O)OC[C@H]2CCCN2C1=O)N[C@@H](CO)Cc1ccccc1,-1,?,5,-0.1,-1,-11,.,1.1
Cc1noc(C)c1COc1ccc(CC(=O)NC2CCCCCC2)cc1,7,10,-5,0.0,2,8,-4,0.1
COc1ccc(/C=C/c2nc(N)nc(-c3ccccc3O)n2)cc1,3,-2,-34,0.1,-17,-3,-2,-0.3
COc1cc(OC)cc(Oc2ccc(S(=O)(=O)N3CCCCC3)cc2[N+](=O)[O-])c1,-1,-3,15,0.0,21,-11,8,-3.2
NC(=O)c1cccc(-c2noc(-c3ccccc3F)n2)c1,5,-12,87*,0.1,-1,0,-9,1.1
Cn1c(=O)c2c(nc(NN=C3CCCCC3)n2C)n(C)c1=O,3,3,-7,0.0,17,22,16,.
CCCC(=O)Nc1cccc(-c2nc3ccccc3c(=O)o2)c1,-6,1,11,0.0,15,2,12,1.1
C[C@@H]1CN([C@@H](C)CO)C(=O)c2c(c3ccccc3n2C)-c2ccccc2CO[C@@H]1CN(C)Cc1cccc(C(=O)O)c1,0,-7,-2,0.4,-2,8,-2,-0.4
O=c1[nH]nc(CNc2ccc(C(F)(F)F)cc2)c2ccccc12,.,.,.,0.0,-44,-17,7,.
CCNC(=O)C[C@H]1C=C[C@H](NS(=O)(=O)c2ccc(C)cc2)[C@@H](CO)O1,1,-5,5,-0.7,-3,2,-14,1.4
COc1ccc(C(=O)C2CCCN(C(=O)c3ccnn3C)C2)cc1OC (stereo not drawn),-9,2,-7,0.2,2,8,-3,-2.3
C/C(=N\NC(=O)c1cc(C)oc1C)c1ccc(C)c([N+](=O)[O-])c1,3,18,-19,0.1,-5,-1,.,-0.5
COc1ccc2cc([C@H](C)C(=O)OCc3cn(CC(=O)c4ccc(O)cc4)nn3)ccc2c1,0,-5,-6,0.5,-21,7,3,0.7
CCC(C)Sc1nc2c(c(=O)[nH]c(=O)n2C)n1Cc1ccccc1Cl (stereo not drawn),5,6,10,0.7,2,.,-8,1.0
CCOC(=O)N1CCN(C(=O)c2ccc(N(Cc3ccccc3Cl)S(C)(=O)=O)cc2)CC1,0,-1,-1,0.1,7,-9,-6,-0.2
O=C(CCNC(=O)c1ccc(Cl)cc1)NCCCN1CCOCC1,5,0,-3,2.7,6,-1,-13,-2.6
O=C(CSc1ccc2nnc(-c3ccccn3)n2n1)N1CCN(c2ccccc2)CC1,3,-3,1,0.0,6,.,67*,-1.7
Cc1ccccc1N=C1C(=O)Nc2ccccc21,9,4,30,0.0,-18,.,-6,-0.3
Cc1ccc(S(=O)(=O)Nc2ccc3c(c2)C(=O)N([C@@H](C)CO)C[C@@H](C)[C@@H](CN(C)CC2CCCCC2)OCCCC[C@H](C)O3)cc1,-5,-1,-4,0.4,25,-14,5,0.0
CN(CC(=O)O)S(=O)(=O)/C=C/c1ccccc1,-1,-5,5,0.0,9,1,5,-4.8
Cc1ccc(OCCCCN2CCc3ccccc3C2)cc1,1,7,11,0.5,29,-5,-24,1.7
O=C(N/N=C/c1c(Cl)nc2ccccn2c1=O)c1cccnc1,4,1,-4,0.1,13,.,57*,-1.8
COCC(=O)N(C)C[C@H]1Oc2cc(-c3ccc(OC)cc3)ccc2S(=O)(=O)N([C@@H](C)CO)C[C@H]1C,-2,2,-16,-0.4,.,6,-2,0.8
CCOCCCNc1ccc(N2C(=O)CCCC2=O)cc1[N+](=O)[O-],0,-3,6,0.1,-9,18,-4,-0.1
O=C1CCc2ccc(OCCCCN3CCN(c4cccc(Cl)c4Cl)CC3)cc2N1,6,16,9,-0.1,26,.,2,1.7
C[N+](C)(C)CC(=O)N/N=C/c1c2ccccc2cc2ccccc12,6,2,-24,0.0,-20,.,12,-5.0
O=C(COC(=O)CCS(=O)(=O)c1ccccc1)Nc1cc(S(=O)(=O)N2CCCCC2)ccc1Cl,-8,-4,5,0.0,5,-7,2,0.0
CCC(=O)Oc1ccc2c(c1)O/C(=C\c1ccco1)C2=O,5,7,-13,0.0,-83,-8,6,-0.6
COc1ccc(OCC(=O)Nc2ccc3c(c2)OCO3)cc1,5,3,-21,0.0,-10,27,6,-3.4
O=C(C[C@@H]1CC[C@@H](NC(=O)c2ccc3c(c2)OCO3)[C@H](CO)O1)NC1Cc2ccccc2C1,2,3,-1,0.8,-1,5,.,-0.6
O=C(NCCc1ccccc1)c1ccc2nc3cc(Cl)ccc3c(=O)n2c1,-3,1,2,0.3,3,.,-2,-0.5
COc1ccc(S(=O)(=O)NC2CC(=O)N(c3ccc(C)c(C)c3)C2)cc1C (stereo not drawn),-5,3,9,0.3,-2,-19,-18,-2.4
Cn1cnc([N+](=O)[O-])c1Sc1nnc(-c2ccccc2)c(-c2ccccc2)n1,5,5,10,0.9,-24,-13,.,-1.9
COc1ccccc1CCNC(=O)c1cccc(S(=O)(=O)NCc2ccccc2)c1,17,-2,5,-0.1,9,-21,5,2.6
CCCNC(=O)N(C)C[C@H]1Oc2cc(-c3cncnc3)ccc2S(=O)(=O)N([C@@H](C)CO)C[C@@H]1C,-2,-1,-6,0.3,-5,13,5,-0.2
CC(C)(Oc1ccc(Cl)cc1)C(=O)NCCN1C(=O)S/C(=C/c2cccnc2)C1=O,.,.,.,0.1,-31,-14,0,.
CC(=O)c1cccc(NC(=O)COC(=O)CCC(=O)c2ccc(F)cc2)c1,-1,-5,0,0.0,-13,.,-3,0.5
O=C(c1cc(COc2ccc(F)cc2Cl)on1)N1CCCC(c2ccccc2)C1 (stereo not drawn),5,1,1,0.0,12,0,.,-2.4
Cc1ccc(NC(=O)COc2ccc(/C=C3/NC(=O)NC3=O)cc2)cc1,-7,-4,-11,0.1,.,6,-1,-1.4
Cc1cccc(OCC(=O)NCCCNC(=O)c2ccc(C)nc2)c1,5,8,-5,0.0,-10,6,25,1.1
OC[C@@H]1[C@@H](c2ccc(Br)cc2)[C@@H]2CN(Cc3cncnc3)CCCCN12,3,-11,-3,0.1,10,14,5,1.7
CC(=O)c1ccc(NC(=O)N2CCc3ccccc3C2)cc1,-10,.,-91,0.0,-70,-6,-7,-2.1
COc1ccc(-c2ccc(CN3C(C(C)C)C(=O)N(Cc4cn(CCC5OCCO5)nn4)CCS3(=O)=O)cc2)cc1OC (stereo not drawn),4,-2,2,0.0,-14,5,.,1.1
Cn1nccc1C(=O)N1CCCC(C(=O)c2ccc(Oc3ccccc3)cc2)C1 (stereo not drawn),5,-8,.,0.0,22,-19,1,0.5

# (next part)
SMILES,ERp5 inh,DENV2 CPE rescue,EWS-Fli block,XiGFP reactiv,PAX8 inh HTS,GSIS activator,ARNT TACC3 PPI,CFTR F508del cor
O=C(CSc1nc2ccccc2c(=O)n1-c1ccc(F)cc1F)Nc1ccc2c(c1)CCC2,4,-1,-13,0.2,24,1,.,.
N#Cc1ccccc1CSCCNC(=O)Cc1c(F)cccc1Cl,9,0,-14,0.1,-40,-5,-13,2.6
Cc1ccc(O)c(C(=O)/C=C/c2ccc3c(c2)OCCCO3)c1,-5,5,-12,0.8,-107,-12,-3,.
CCOC(=O)CN1C(=O)N(c2ccc(OC)cc2)[C@H]2CC3c4ccccc4C[C@]3(C)[C@@H](C(=O)N(C)C3CCCCC3)C[C@H]21 (stereo partly drawn),-2,-1,12,-0.2,15,-38,.,2.7
Cc1cccc(NC(=S)Nc2ccc(Oc3ccccc3)cc2)n1,.,.,.,0.1,-5,22,0,.
COC(=O)C[C@@H]1CC[C@@H]2[C@@H](COc3ccc(NC(=O)NCc4ccccc4)cc3C(=O)N2C)O1,.,-3,41,0.1,3,-2,1,-1.4
COc1ccc2c3c(n(C)c2c1)[C@H](CO)N(C(C)=O)CC31CN(C(=O)C2CCOCC2)C1,-1,-7,-3,0.1,.,10,.,-1.0
O=C(CSc1nnc(-c2ccco2)n1Cc1ccccc1)NC(=O)NCc1ccco1,1,-7,11,.,.,-11,2,4.6
O=C(Cc1ccccc1)N/N=C\c1ccc(Br)o1,-2,.,-2,.,.,0,13,0.6
COc1ccc(NS(=O)(=O)c2cc(NS(=O)(=O)c3cc(C(=O)O)ccc3OC)ccc2C)cc1,-1,-7,-5,0.3,-5,2,-12,0.6
CC(NC(=O)c1cccc(Cl)c1)C1CC2CCC1C2 (stereo not drawn),3,-9,3,0.4,5,0,-12,0.6

# Looked up by structure from the entries so far:
SMILES,ERp5 inh,DENV2 CPE rescue,EWS-Fli block,XiGFP reactiv,PAX8 inh HTS,GSIS activator,ARNT TACC3 PPI,CFTR F508del cor
Cc1ccc(OCCCCN2CCc3ccccc3C2)cc1,1,7,11,0.5,29,-5,-24,1.7
NC(=O)c1cccc(-c2noc(-c3ccccc3F)n2)c1,5,-12,87*,0.1,-1,0,-9,1.1

# Screens: PubChem BioAssay, Broad Institute
